# High-throughput results (PubChem)
# B2AR arrestin – beta2AR (human) beta-arrestin recruitment activity; beta-arrestin recruitment to beta2AR, cell-based reporter; Potency, µM (highest dose often 46.1 µM), for inactives: at the highest dose activation, most hits filed as activators; AID 492947; hit rate 0.02% among 330,000;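 also: potency is read from the fitted curve at half-maximal effect; 0% = DMSO controls and full agonism = EC100 isoproterenol or metaproterenol; nearly all actives have a fitted effect of over 65% in size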
# GALK inh – blocks human galactokinase activity; P51570; hit rate 0.007% among 270,000; Purified GALK, Kinase-Glo residual ATP luminescence; AID 1868; Potency, µM (top dose mostly 57.5 µM), without a hit: at the top dose activity change, negative = inhibition, most hits filed as inhibitors; also: potency is read from the fitted curve at half-maximal effect; % is scaled to controls: 0 for no effect and ±100 for the full control effect
# Target sequence (P51570 whole entry, looked up): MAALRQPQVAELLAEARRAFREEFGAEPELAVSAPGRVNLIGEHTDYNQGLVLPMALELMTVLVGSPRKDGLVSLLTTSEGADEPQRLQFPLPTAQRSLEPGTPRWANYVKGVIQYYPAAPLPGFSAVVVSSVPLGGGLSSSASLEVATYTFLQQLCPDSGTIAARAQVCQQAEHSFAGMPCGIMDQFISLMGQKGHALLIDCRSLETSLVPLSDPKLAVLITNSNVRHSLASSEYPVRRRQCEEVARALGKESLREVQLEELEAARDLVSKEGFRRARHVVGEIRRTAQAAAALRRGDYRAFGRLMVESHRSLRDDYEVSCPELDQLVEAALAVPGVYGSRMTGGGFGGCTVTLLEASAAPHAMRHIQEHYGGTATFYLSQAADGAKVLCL
#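 Quantitative HTS: GALK 5 nM, ATP 35 uM, galactose 100 uM, 1 h room temperature, then luciferase-based ATP detection.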
# MLL CXXC-DNA inh – blocks binding of human MLL CXXC domain to DNA. Q03164. MLL-CXXC / FITC-HOXA9 DNA fluorescence polarization. Potency, µM (doses to about 115 µM), for inactives: top-dose activity change, negative = inhibition, actives largely listed as inhibitors. hit rate 0.037% among 290,000. AID 2662; active = well fitted inhibition curve with a large enough effect in the polarisation, with a control signal flat, not every such curve was filed as active; inconclusive = small, poorly fitted or top-dose-only effect, or effect the other way, or a change in a side signal; inactive = no such curve, though single readings can be large or run the other way; the % refers to the polarisation; also: potency is read from the fitted curve at half-maximal effect
#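 Purified MLL-CXXC (added from a 7 uM solution) was preincubated 5 min at ambient with pinned compounds in 50 mM Tris-HCl pH 7.5, 50 mM NaCl, 1 mM DTT, 0.05% BSA. Fluorescein-labeled HOX-A9 DNA (50 nM solution) followed, 30 min, then polarization read.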
# PKM2 activator – activators of human pyruvate kinase M2; P14618; purified PKM2, Kinase-Glo ATP luminescence, activation; response scale: 0% is enzyme alone, no compound; Potency, µM (series often up to 57.5 µM), without a hit: at the top dose activation, actives largely listed as activators; hit rate 0.34% among 260,000; also: potency is read from the fitted curve at half-maximal effect; % is scaled to controls: 0 for no effect and ±100 for the full control effect; nearly all actives have a fitted effect of over 55% in size
# Target sequence (P14618 whole entry, looked up): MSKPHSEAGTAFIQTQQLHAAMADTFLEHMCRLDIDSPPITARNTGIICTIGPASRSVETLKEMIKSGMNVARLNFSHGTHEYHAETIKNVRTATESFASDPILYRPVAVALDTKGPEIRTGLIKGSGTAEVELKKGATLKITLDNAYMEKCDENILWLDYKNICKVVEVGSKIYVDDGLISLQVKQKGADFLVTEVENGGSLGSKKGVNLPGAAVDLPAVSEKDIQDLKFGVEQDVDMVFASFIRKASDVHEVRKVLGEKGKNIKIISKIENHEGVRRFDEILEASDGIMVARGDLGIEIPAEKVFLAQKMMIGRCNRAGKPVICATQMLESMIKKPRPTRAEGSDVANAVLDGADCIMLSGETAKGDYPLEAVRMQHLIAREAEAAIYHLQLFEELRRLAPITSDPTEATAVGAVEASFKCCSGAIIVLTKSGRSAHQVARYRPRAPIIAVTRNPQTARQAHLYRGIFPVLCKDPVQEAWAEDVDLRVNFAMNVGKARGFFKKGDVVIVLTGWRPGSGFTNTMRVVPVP
#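 Purified hPK-M2 (>95% pure) converted ADP (0.1 mM final) to ATP with 0.5 mM PEP in 50 mM imidazole pH7.2, KCl, MgCl2, Tween 20, BSA; 1 h at room temperature. ATP detected by Kinase-Glo luminescence.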
# USP2a inh – USP2a (human) protease inhibition; O75604; USP2 core, Ub-CHOP2 coupled fluorogenic reporter, 485/531; Potency, µM (highest dose often 38.3 µM), for inactives: at the top dose activity change, negative = inhibition, actives largely listed as inhibitors; hit rate 0.01% among 330,000; AID 463254;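 also: potency is read from the fitted curve at half-maximal effect; plate controls were DMSO wells for no effect and full inhibition by NEM control for full effect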
#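 Deubiquitinase activity read as fluorescence (485/531 nm) after Ub-CHOP2 cleavage activates the enterokinase reporter on its substrate; USP2 core 10nM, Ub-CHOP2 and substrate 25nM each, 30min compound preincubation then 60min RT; data normalized to NEM, curves fitted.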
# KCNH2 3.1 inh – KCNH2 3.1 (human) potassium channel inhibition; U2OS KCNH2 3.1, thallium flux FluxOr; hits give low values; activity change, % (tested at about 1.8 µM); hit rate 0.95% among 340,000;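 active = maximum activity change below -70%; inconclusive = maximum activity change from -70% to -50%; inactive = maximum activity change above -50%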;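 also: thallium influx rate constant from kinetic fluorescence after stimulation buffer; % is scaled to controls: 0 for no effect and ±100 for the full control effect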
#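 Thallium flux read-out: FluxOr dye with Red40 quencher in HBSS/HEPES, 45 min at RT. Rate constants from kinetic reads were normalized to positive and negative DMSO controls. Cells: U2OS virally expressing the 3.1 isoform.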
# Menin-MLL TR inh – inhibitors of human menin-MLL interaction, mutant MLL peptide | Menin + Texas Red MLL mutant peptide, fluorescence polarization | Potency, µM (titrated, usually from 61.6 µM), without a hit: top-dose FP activity change, negative = inhibition, actives largely listed as inhibitors | hit rate 0.23% among 270,000 | AID 1768; active = well fitted inhibition curve with a large enough effect in the polarisation, with a control signal flat, not every such curve was filed as active; inconclusive = small, poorly fitted or top-dose-only effect, or effect the other way, or a change in a side signal; inactive = no such curve, though single readings can be large or run the other way; the % refers to the polarisation; also: potency is read from the fitted curve at half-maximal effect; % of control where 0% means no effect; many of its hits are not listed in these tables
# KCNH2 WT inh – inhibitors of human wildtype KCNH2 potassium channel | hit rate 0.37% among 340,000 | U2OS, BacMam KCNH2, thallium flux FluxOr; hits give low values | activity change, % at 1.84 µM | AID 720551 | Q12809;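 active = maximum activity change below -70%; inconclusive = maximum activity change between -70% and -50%; inactive = maximum activity change above -50%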; also: % is scaled to controls: 0 for no effect and ±100 for the full control effect
#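 U2OS cells transduced with wild-type KCNH2 virus are loaded with FluxOr dye for 45 min, and thallium flux is measured in kinetic reads before and after stimulation buffer. Rate constants are normalized to DMSO controls.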
# TRPV1 ag – activates the human vanilloid receptor TRPV1 | TRPV1-expressing cells, Fluo-8 calcium influx, agonist mode | activation, % at 8.33 µM | hit rate 0.19% among 320,000; in the data active = activation above about 80%; inconclusive = between about 30% and that limit; also: 0% is about no effect
#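 Cells expressing TRPV1 were dye-loaded with Fluo-8 and read kinetically: 10 s baseline, 3 min after compound (agonist portion), then 2 min after EC20 capsaicin (allosteric enhancer portion). Calcium-bound dye fluorescence at 480/520 nm.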
# FBPA coupling cs – coupling enzyme interference in Giardia aldolase counter-screen; hit rate 0.67% among 290,000; AID 2472; activity change, negative = inhibition, % at 58.2 µM, hits read low; coupling enzyme system counterscreen, AmpLite Red fluorescence; in the data active = activity change below about -30%; also: % is scaled to controls: 0 for no effect and ±100 for the full control effect
#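 Fluorescence at 525 nm excitation and 598 nm emission measured inhibition of the coupled detection system without aldolase. Compounds (at 57.5 uM final) were preincubated 10 min at room temperature with coupling enzyme reagent before a 20 min substrate/AmpLite Red step.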
# Giardia killer – kills Giardia lamblia; Giardia lamblia trophozoite viability; activity change, % at 7.66 µM, hits read low; hit rate 0.15% among 340,000; AID 540267; in the data active = activity change below about -80%; inconclusive = between about -30% and that limit;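 also: parasites exposed to compound for two days anaerobically before the ATP read; % is scaled to controls: 0 for no effect and ±100 for the full control effect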
#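 Viability, read as ATP luminescence: trophozoites at 100 cells/well, compound added, 48 hrs anaerobic at 37 deg C, then 15-30 min room-temperature development before reading.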
# Starred values were filed as active, the others as inactive; ? = inconclusive; nt = no result given; [ ] = remark or other dose. Unless noted, calls follow the shape of the dose curve; as a rule, active = well fitted curve in the direction sought with a large enough effect; inconclusive = small, poorly fitted or top-dose-only effect, or another doubt; inactive = no such curve, though single readings can be large; an effect the other way counts as inactive or inconclusive. This is a subset; rates above refer to the full screens.
mol	B2AR arrestin	GALK inh	MLL CXXC-DNA inh	PKM2 activator	USP2a inh	KCNH2 3.1 inh	Menin-MLL TR inh	KCNH2 WT inh	TRPV1 ag	FBPA coupling cs	Giardia killer
CCOC(=O)C1(CCc2ccccc2)CCN(C(=O)CCc2cnccn2)CC1	0.1%	-4%	20%	0%	-2%	8	?	4	?	3	-3
O=C1CN(C(=O)CSc2nc(-c3ccc(Cl)cc3)cs2)c2ccccc2N1	0.3%	nt	42%[activator]	10%	-2%	11	-16%	26	0	-1	-1
O=C(NCc1ccccc1)C1=C[C@H](c2ccc(C(F)(F)F)cc2)C[C@H](OCc2ccc(CO)cc2)O1	-1.0%	-1%	19%	0%	2%	3	13%	1	18	1	16
CCNC(=O)c1cc(Br)ccc1Cl	-0.3%	0%	1%	0%	4%	9	2%	-38	1	1	-7
O=C(COc1ccc(S(=O)(=O)N2CCCCC2)cc1)NC1CCCCC1	-0.3%	0%	-1%	8%	3%	-3	4%	-3	nt	3	6
CN(CC(=O)Nc1cccc(F)c1)C(=O)c1csc2c1CCCC2	0.4%	nt	nt	nt	3%	13	nt	-1	16	nt	5
O=C(Nc1ccc([N+](=O)[O-])cc1)c1ccc(Cn2cc([N+](=O)[O-])cn2)cc1	0.0%	1%	4%	-4%	-1%	-1	?	nt	?	0	-28
Cc1ccc(NC(=O)Cc2c(Cl)cccc2Cl)cc1S(=O)(=O)N(C)C	-1.0%	-2%	0%	-2%	0%	5	18%	1	-3	-1	-7
COc1ccc(OC)c(NC(=O)C2CCN(Cc3cnn(-c4ccccc4)c3-n3cccc3)CC2)c1	0.2%	2%	-4%	10%	-9%	-12	-6%	-3	3	0	-15
Cc1ccc(C(=O)OCC(=O)Nc2nc(-c3ccccc3)cs2)cc1NC(=O)c1ccco1	0.1%	-1%	0%	1%	0%	6	?	-2	1	0	-2
Nn1c(SCc2ccc([N+](=O)[O-])cc2)nc2ccccc2c1=O	-0.9%	6%	?	nt	-3%	-3	?	-2	-2	1	-4
COc1ccc(C(=O)Nc2cccc(-c3cnc4ccccc4n3)c2)cc1	0.7%	-3%	5%	-1%	3%	2	?	-9	0	0	3
CCOC(Cn1ccc(=O)[nH]c1=O)OCC	-0.4%	nt	-13%	?	1%	-6	nt	7	2	0	12
O=C(COC(=O)/C=C/c1ccc(OC(F)F)cc1)Nc1ccc2[nH]c(=O)[nH]c2c1	-0.4%	nt	nt	nt	4%	7	nt	0	nt	nt	4
COc1ccc(C(=O)OCC(=O)NCCc2ccc(F)cc2)cc1S(=O)(=O)N1CCOCC1	-0.8%	nt	nt	nt	1%	6	nt	0	nt	nt	-5
O=C(NC(=S)NNC(=O)c1ccccc1O)c1ccco1	-3.6%	nt	-21%	-7%	2%	12	5%	-15	3	-1	-10
CCCN1CN=C(Nc2nc3ccccc3o2)NC1	-0.3%	0%	-4%	1%	2%	-6	nt	0	6	5	4
CC(C)NC(=O)c1cc(=O)n(C)c(=O)n1C	-0.6%	0%	4%	-5%	3%	-7	-26%	6	5	3	6
COc1ccc(N(CC(=O)Nc2cccc(C(F)(F)F)c2)S(C)(=O)=O)cc1	-0.6%	-3%	1%	4%	-1%	0	17%	-8	5	-2	-20
COC1(OC)C(=N/O)/C(=N\O)CCC1O (stereo not given)	-0.4%	1%	2%	5%	3%	-1	-1%	-5	-2	1	-6
COc1ccc([C@H](NC(=O)OC(C)(C)C)C(=O)OC(C)(C)C)cc1	-0.7%	nt	nt	nt	5%	11	nt	-10	25	nt	-13
CCCN1CNC(=S)N(CC2CCCO2)C1 (stereo not given)	-1.4%	-2%	-5%	10%	2%	10	-7%	-2	-3	8	-6
CC(C)(C)NC(=O)CCN1CCOCC1	0.1%	1%	11%	1%	1%	8	nt	-2	-2	4	23
O=C(Nc1ccc(N2CCCCC2)cc1)c1cc([N+](=O)[O-])cc([N+](=O)[O-])c1	-1.0%	0%	2%	0%	0%	nt	7%	-4	8	-2	?
Cc1ccc(S(=O)(=O)N2CCN(C(=O)Cc3ccccc3)CC2)cc1C	0.0%	nt	nt	nt	4%	7	nt	4	11	nt	-7
Cc1cc(C(=O)CCC(=O)N(C)CC(=O)Nc2ccccc2Br)c(C)s1	-0.3%	nt	nt	nt	1%	17	nt	-3	1	nt	1
O=C(O)CCSc1ncnc2sc(-c3ccccc3)cc12	-1.3%	1%	-13%	-3%	-7%	4	nt	-3	5	11	9
COc1cccc(CN2CCN(c3ccc(F)cc3)C2=O)c1	-0.6%	0%	0%	28µM*	3%	12	-3%	4	-3	3	-6
COCCNC(=O)C(c1cccs1)N(C(=O)Cn1nnc2ccccc21)c1ccc2c(c1)OCO2 (stereo not given)	0.3%	6%	45%[activator]	8%	1%	8	-13%	4	-3	0	2
CCCCOc1ccc(C(=O)NCC(=O)N2CC(C)CC(C)C2)cc1 (stereo not given)	-0.1%	nt	nt	nt	0%	-4	nt	-3	1	nt	-19

# 4 records drawn at random from the list so far, as already listed:
mol	B2AR arrestin	GALK inh	MLL CXXC-DNA inh	PKM2 activator	USP2a inh	KCNH2 3.1 inh	Menin-MLL TR inh	KCNH2 WT inh	TRPV1 ag	FBPA coupling cs	Giardia killer
CCOC(=O)C1(CCc2ccccc2)CCN(C(=O)CCc2cnccn2)CC1	0.1%	-4%	20%	0%	-2%	8	?	4	?	3	-3
CC(C)(C)NC(=O)CCN1CCOCC1	0.1%	1%	11%	1%	1%	8	nt	-2	-2	4	23
CCOC(Cn1ccc(=O)[nH]c1=O)OCC	-0.4%	nt	-13%	?	1%	-6	nt	7	2	0	12
O=C(NC(=S)NNC(=O)c1ccccc1O)c1ccco1	-3.6%	nt	-21%	-7%	2%	12	5%	-15	3	-1	-10

# Going on with the list:
mol	B2AR arrestin	GALK inh	MLL CXXC-DNA inh	PKM2 activator	USP2a inh	KCNH2 3.1 inh	Menin-MLL TR inh	KCNH2 WT inh	TRPV1 ag	FBPA coupling cs	Giardia killer
CC1CCC(NC(=O)CCS(=O)(=O)c2ccc3c(c2)oc(=O)n3C)CC1 (stereo not given)	-0.2%	8%	6%	nt	2%	-5	nt	-10	4	nt	0
N#CCCN(Cc1cccnc1)C(=O)Nc1cccc(Cl)c1	-0.6%	6%	0%	-7%	2%	4	22%	0	0	0	8
C/C(=N\NC(=S)Nc1ccc(F)cc1)C1CC1	0.5%	0%	-24%	-6%	-14%	-11	?	-5	0	-10	3
CCN1C(=O)N(CN2CCOCC2)C2C1N(CN1CCOCC1)C(=O)N2CC (stereo not given)	0.0%	-1%	-3%	2%	-1%	-22	9%	-4	-7	-2	-10
Cc1ccccc1CN1CCN(CC(=O)NCc2ccccn2)C1=O	-0.5%	-2%	3%	1%	3%	3	22%	7	-4	3	27
O=[N+]([O-])c1ccc(-c2cn3c(n2)CCC3)cc1	-0.2%	5%	30%[activator]	-4%	-1%	18	nt	3	1	2	3
COc1cccc(CNCc2ccc3c(c2)OCO3)c1	0.4%	-4%	-1%	3%	2%	2	3%	7	3	1	2
C=CCN1C(=O)C(CC(=O)NCC)SC1=Nc1cc(Cl)ccc1Cl (stereo not given)	-0.4%	-5%	-6%	6%	4%	-21	9%	1	24	0	-20
Cn1c(Oc2ccc(F)cc2F)c(C=O)c2ccccc21	-0.2%	0%	14%	-2%	2%	0	-1%	-7	1	3	20
Cc1nc(NS(=O)(=O)c2ccccc2)sc1NC(=O)Nc1ccc(Cl)cc1	0.0%	2%	4%	2%	8%	-11	nt	-1	-2	6	2
CCOC(=O)C1(Cc2ccc(OC)cc2)CCN(C(=O)c2ccc3[nH]ccc3c2)CC1	0.5%	0%	-15%	-2%	-1%	-3	6%	15	7	-1	-2
COc1cc(Br)cc(CN2CCN(C/C=C/c3ccccc3)CC2)c1O	0.4%	-1%	5%	0%	-12%	-71*	-1%	-24	10	1	-8
C=CCN1C(=NC(=O)CC)SC2CS(=O)(=O)CC21 (stereo not given)	-0.3%	0%	-9%	2%	4%	-18	-1%	9	-3	-2	1
Nc1nonc1-c1nc2ccccc2n1Cc1ccc(F)cc1	0.2%	0%	20%	1%	1%	-18	21%	-10	23	0	2
Fc1cnc(Cl)nc1N1CCN(c2ccccc2)CC1	-0.1%	2%	-1%	-3%	0%	5	nt	3	-1	3	16
